Source: PubChem (several laboratories)
GSK3 alpha inh: blockers of GSK3A enzyme activity – biochemical, luminescence, cell-free homogeneous, HTS, primary screen; Glycogen synthase kinase-3 alpha (Homo sapiens), P49840; inhibition, % at 10 µM; actives 0.1% (n = 320,000); AID 2650, 2010; GSK-3 alpha kinase, ADP-Glo luminescence, 60 min;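 in the data active = inhibition above about 50%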;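 also: GST-tagged GSK-3 alpha with peptide substrate and 25 µM ATP; 0% = DMSO neutral wells and 100% = GW8510 positive control wells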
Target sequence (P49840 whole entry, looked up): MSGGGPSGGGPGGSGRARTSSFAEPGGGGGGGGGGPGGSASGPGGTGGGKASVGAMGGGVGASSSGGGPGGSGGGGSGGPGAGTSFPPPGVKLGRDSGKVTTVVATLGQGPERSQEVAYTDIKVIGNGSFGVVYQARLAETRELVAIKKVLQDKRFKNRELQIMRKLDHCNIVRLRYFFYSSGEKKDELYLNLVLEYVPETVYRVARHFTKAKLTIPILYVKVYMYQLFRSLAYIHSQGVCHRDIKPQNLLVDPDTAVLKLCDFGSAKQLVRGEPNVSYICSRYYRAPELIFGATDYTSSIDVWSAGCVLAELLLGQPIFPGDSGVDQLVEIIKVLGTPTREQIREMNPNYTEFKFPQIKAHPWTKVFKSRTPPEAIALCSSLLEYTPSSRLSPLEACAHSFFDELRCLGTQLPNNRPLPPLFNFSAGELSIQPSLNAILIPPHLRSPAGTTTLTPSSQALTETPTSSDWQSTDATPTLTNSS
IEC-6 tox: cytotoxicity in IEC-6 intestinal epithelial cells, primary screen, cytotoxicity control for KLF5 inhibitor project, cell-based, luminescence; IEC-6 cytotoxicity, luminescence viability; inhibition, % at 5 µM; actives 0.78% (n = 290,000); AID 1825, 2009; in the data active = inhibition above about 22%;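 also: 0% = plate median of test compound wells and 100% = cytotoxic reference compound wells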
DYRK1A inh: rat Dyrk1A kinase inhibitors, primary screen, biochemical, single point, plate reader | Dual specificity tyrosine-phosphorylation-regulated kinase 1A (Rattus norvegicus), Q63470 | ADP-Glo luminescence, NFATc1 peptide | inhibition, % at 12.5 µM | actives 0.43% (n = 310,000) | AID 504441, 2011; in the data active = inhibition above about 50%;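 also: plate controls were vehicle with enzyme for no effect and no enzyme for full effect; many of its hits are not listed in these tables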
HSF1 inh: HSF1 inhibitors in luciferase reporter cells, primary screen, cell-based, NIH3T3, luminescence. NIH3T3-HGL HSE-luciferase, MG132-induced, luminescence 8 h; hits give low values. activity change, negative = inhibition, % at 7.5 µM (by protocol). actives 0.77% (n = 300,000). AID 2098, 2009;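 active = more than half of replicate wells show activity change below -50%, luminescence cut by over half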;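 also: luciferase reports HSF-1 transcriptional activity via heat shock element; 0% = median of DMSO wells and -100% = zero luminescence signal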
Platelet DG rel: inhibitors of platelet dense granule secretion, primary screen, cell-based, MLPCN, human platelets; human platelet-rich plasma, SFLLRN dense granule ATP release, luminescence; inhibition, %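 (compounds screened at 7.5 µM in platelet-rich plasma)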; actives 0.22% (n = 300,000); AID 1663, 2009;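 active = mean replicate score, as percent of positive control, at or above 50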
aSyn 5UTR inh: MLPCN primary screen, SNCA 5' untranslated region | alpha-synuclein 5'UTR reporter, inhibitor activity | inhibition, % (tested at 7.5 µM) | actives 0.82% (n = 300,000); in the data active = inhibition above about 60%;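 also: H4 neuroglioblastoma cells stably carrying SNCA 5'UTR luciferase fusion; 0% = DMSO wells and 100% = positive control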
GSK3beta inhib: human GSK3beta kinase inhibitors, primary screen, biochemical, cell-free homogeneous, HTS. actives 0.038% (n = 300,000). GST-GSK3beta kinase, ADP-Glo luminescence, 60 min; hits give low values. activity score (negative = inhibition), % at 10 µM. Glycogen synthase kinase-3 beta (Homo sapiens), P49841;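 active = more than half of replicate wells score below -50%, meaning over 50% inhibition versus plate controls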;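 also: 0% = median DMSO wells and -100% = median GW8510 positive control wells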
Target sequence (P49841 whole entry, looked up): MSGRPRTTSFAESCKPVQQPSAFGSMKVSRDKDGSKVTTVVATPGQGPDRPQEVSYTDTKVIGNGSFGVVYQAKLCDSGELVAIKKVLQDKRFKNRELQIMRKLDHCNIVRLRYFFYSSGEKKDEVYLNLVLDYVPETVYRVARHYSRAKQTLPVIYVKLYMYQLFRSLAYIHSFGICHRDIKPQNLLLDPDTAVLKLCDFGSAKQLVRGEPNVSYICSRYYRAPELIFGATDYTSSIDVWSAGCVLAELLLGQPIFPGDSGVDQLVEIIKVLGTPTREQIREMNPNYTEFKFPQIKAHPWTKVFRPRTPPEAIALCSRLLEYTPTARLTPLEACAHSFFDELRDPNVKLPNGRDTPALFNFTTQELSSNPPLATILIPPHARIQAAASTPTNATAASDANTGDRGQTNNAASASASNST
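Test system: GST-tagged human GSK3beta kinase, cell-free; evaluation: activity score scaled between in-plate DMSO and GW8510 controls; measured by: ADP-Glo luminescence; incubation: 60 min reaction, RT; benchmarks: DMSO and 20 µM GW8510; reagent: peptide substrate plus 25 µM ATP (final); medium: Tris/MgCl2 kinase buffer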
KLF5 inh: KLF5 expression inhibitors, primary screen, DLD-1 cells, luminescence; actives 0.23% (n = 290,000); DLD-1 KLF5 promoter-luciferase reporter; inhibition, % at 5 µM;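 active = inhibition above a per-plate limit of that plate's mean compound inhibition plus 3 SD, cut at about 60% in these data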;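 also: 0% = DMSO wells and 100% = LY294002 at 200 µM; higher means less KLF5 promoter-driven luciferase light; inactives centre near -14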
HSF-1 act: HSF-1 activators, primary screen, NIH3T3-HGL cells, MG132 stress, luminescence, single point; actives 1.7% (n = 300,000); AID 504408, 2011; NIH3T3-HGL HSF-1 luciferase reporter, 8 h; 100% = twice DMSO control signal; activation, % at 9 µM;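 active = mean replicate activation of at least 50% with a set share of replicates each reaching 50%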;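 also: 0% = median of the neutral control wells and 100% = twice that signal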
HSP90 refold inh: HSP90 inhibitors, primary screen, cell lysate, luminescence | Rabbit reticulocyte lysate, luciferase refolding luminescence, 3 h | Heat shock protein HSP 90 (rabbit reticulocyte lysate; luciferase refolding) | inhibition, % at 5.6 µM | actives 0.91% (n = 290,000);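 active = inhibition above the screen-wide mean plus 3 SD, computed separately per campaign, cut at about 16% in these data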;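 also: 0% = DMSO wells and 100% = 60 µM geldanamycin wells; inhibitors lower the luminescence because luciferase stays unfolded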
Active calls of the source: *; . = no result given. A portion of the library, so the mix of outcomes need not match the whole.

SMILES	GSK3 alpha inh	IEC-6 tox	DYRK1A inh	HSF1 inh	Platelet DG rel	aSyn 5UTR inh	GSK3beta inhib	KLF5 inh	HSF-1 act	HSP90 refold inh
N/C(=N\OC(=O)COc1ccc2ccccc2c1)c1ccncc1	-3	4	6	14	-4	-29	-2	0	11	3
COc1ccc(NC(=O)c2sc(SCc3ccccc3)nc2N)cc1	-1	3	-3	-13	4	0	4	-8	-10	-1
O=C(O)C(CC1CCCCC1)N1CCS(=O)(=O)CC1 (stereo unspecified)	1	4	-4	-6	2	-5	0	-13	-16	7
CCCNS(=O)(=O)c1cc(Cl)ccc1OC	-2	-3	1	-10	9	15	3	-2	-14	0
CCCCn1nnnc1SCC(=O)NNC(=O)c1ccco1	-3	1	-5	-5	-1	-31	0	-8	6	1
Cc1ccc(C(C(=O)NC2CCCC2)N2CCc3ccccc32)cc1 (stereo unspecified)	-2	-2	3	25	-6	-4	2	-22	58*	-1
COc1ccccc1C(=O)NCCCn1cc(Br)c(C)n1	-2	4	8	-4	-2	20	-5	-13	5	0
CN(C)CCCOC(=O)c1ccc(Cl)cc1Cl	-1	-3	-4	-2	3	6	1	-14	-3	2
CCC(Sc1nc2cc(OC)c(OC)cc2c(=O)n1Cc1ccc(OC)cc1)C(=O)NCCOC (stereo unspecified)	-2	-2	5	0	2	11	-3	10	27	-2
CC(=O)Nc1nc(N)n(-c2ccccc2)n1	0	-6	0	-10	-2	0	3	-36	-12	1
Cc1c(C(=O)NNS(=O)(=O)c2ccccc2)sc(=S)n1C	1	2	1	-7	-11	-25	0	-8	11	-2
COc1ccc(S(=O)(=O)N(C)CC(=O)N2CCOCC2)cc1	-4	2	-2	7	-6	2	-23	-36	-3	2
O=C(CN1CCCC1)NCC(=O)Nc1ccc(F)cc1	1	-4	12	-2	-3	17	3	-32	11	2
CCCC(C)C(=O)Nc1cc([N+](=O)[O-])ccc1Cl (stereo unspecified)	1	-2	0	-1	-1	21	-2	-14	-2	-3
CN1CCN(C(=O)NC2CCCCC2)CC1	0	1	-4	-4	5	-11	3	4	20	-1
CN(Cc1cccc(F)c1)C(=O)Cc1ccc(S(=O)(=O)N2CCOCC2)s1	-3	.	4	0	10	17	0	.	-2	.
COC(=O)c1cc2ccccn2c2c(C(=O)OC)c(C(=O)OC)cc1-2	19	2	8	-1	12	8	4	-23	0	1
COc1ccc(/C=C/C(=O)Nc2ccccc2C(F)(F)F)cc1OC	-1	-4	8	10	5	-13	-2	-1	19	-3
C/C(=N\NC(=O)c1cc(-c2ccncc2)nc2ccccc12)c1ccc(N2CCOCC2)cc1	-2	-13	8	-5	3	-1	4	-1	2	-1
CCN(CC)C(=O)c1ccc(NS(=O)(=O)c2ccc3[nH]c(=O)[nH]c3c2)cc1	.	-1	-5	-6	4	13	2	-31	-21	-5

Some of the entries so far, comma-delimited.
SMILES,GSK3 alpha inh,IEC-6 tox,DYRK1A inh,HSF1 inh,Platelet DG rel,aSyn 5UTR inh,GSK3beta inhib,KLF5 inh,HSF-1 act,HSP90 refold inh
CN(C)CCCOC(=O)c1ccc(Cl)cc1Cl,-1,-3,-4,-2,3,6,1,-14,-3,2
CCC(Sc1nc2cc(OC)c(OC)cc2c(=O)n1Cc1ccc(OC)cc1)C(=O)NCCOC (stereo unspecified),-2,-2,5,0,2,11,-3,10,27,-2
CC(=O)Nc1nc(N)n(-c2ccccc2)n1,0,-6,0,-10,-2,0,3,-36,-12,1
Cc1c(C(=O)NNS(=O)(=O)c2ccccc2)sc(=S)n1C,1,2,1,-7,-11,-25,0,-8,11,-2
COc1ccc(S(=O)(=O)N(C)CC(=O)N2CCOCC2)cc1,-4,2,-2,7,-6,2,-23,-36,-3,2
O=C(CN1CCCC1)NCC(=O)Nc1ccc(F)cc1,1,-4,12,-2,-3,17,3,-32,11,2
CCCC(C)C(=O)Nc1cc([N+](=O)[O-])ccc1Cl (stereo unspecified),1,-2,0,-1,-1,21,-2,-14,-2,-3
CN1CCN(C(=O)NC2CCCCC2)CC1,0,1,-4,-4,5,-11,3,4,20,-1
CN(Cc1cccc(F)c1)C(=O)Cc1ccc(S(=O)(=O)N2CCOCC2)s1,-3,.,4,0,10,17,0,.,-2,.
COC(=O)c1cc2ccccn2c2c(C(=O)OC)c(C(=O)OC)cc1-2,19,2,8,-1,12,8,4,-23,0,1
COc1ccc(/C=C/C(=O)Nc2ccccc2C(F)(F)F)cc1OC,-1,-4,8,10,5,-13,-2,-1,19,-3

Other results follow.
SMILES	GSK3 alpha inh	IEC-6 tox	DYRK1A inh	HSF1 inh	Platelet DG rel	aSyn 5UTR inh	GSK3beta inhib	KLF5 inh	HSF-1 act	HSP90 refold inh
CCOC(=O)C1=C(Nc2ccc(Br)cc2)CC(C)(O)C(C(=O)OCC)C1c1ccccc1 (stereo unspecified)	-2	0	-2	9	.	-2	1	0	8	-2
CC(C)[C@H](NC(=O)N1CC(=O)Nc2ccccc21)C(=O)N[C@@H](Cc1ccccc1)C(=O)O	-3	-3	-3	-6	-3	24	0	3	0	-2
Cc1nc2cc(Cl)ccc2n1-c1ccccc1	-1	6	8	-2	-4	11	-2	-26	11	5
Cc1ccc(C2=CC(c3ccc(C)cc3)n3ncnc3N2)cc1 (stereo unspecified)	2	.	11	2	-4	20	3	.	-7	.
Cc1ccc(C2=Nc3ccc(Br)cc3C(c3ccncc3)=NN2)cc1	.	4	0	19	1	-70	4	-22	27	0
Cn1c(=O)c(C(=O)COC(=O)c2cc(C3CC3)nc3ccccc23)c(N)n(Cc2ccccc2)c1=O	1	0	.	.	.	.	.	-11	.	-2
O=C(N/N=C\c1cccc(F)c1)c1ccc(Cn2cc(Br)c([N+](=O)[O-])n2)o1	1	5	7	1	1	-4	-3	-32	5	-1
CCC(c1nnnn1Cc1ccc2c(c1)OCO2)N1CCN(c2ccc(F)cc2)CC1 (stereo unspecified)	-2	-3	0	-4	10	4	1	3	-1	-1
CCN(CCC(=O)O)c1ccccc1	0	-5	1	-10	16	5	-2	-28	-18	-5
CC(C)Oc1cccc(C(=O)NC(=S)Nc2ccccc2)c1	-2	8	2	-61*	-5	-90	0	-93	-67	23*
COc1ccc(C(=O)NC(C)c2ccc(-n3ccnc3)cc2)c(OC)c1OC (stereo unspecified)	0	-2	-3	-2	9	-5	1	-24	7	-1
CCCSc1nnc(Cn2c(=O)sc3ccccc32)n1-c1ccccc1	3	-2	2	7	3	-1	-24	-16	-1	-2
Cc1ccc(OCC(=O)N2CCCCCCC2)cc1C	-1	-4	-2	1	7	-58	2	-27	-7	6
Cc1ccc([C@@H]2[C@@H]3C(=O)N(c4ccccc4)C(=O)[C@@H]3[C@]3(C)C(=O)N(CC4CC4)CC(=O)N23)o1	-1	6	7	2	-2	5	2	12	-9	-3
O=C1Nc2ccccc2C1=Nc1ccc(Br)cc1	-1	1	10	23	2	-3	.	4	24	4
COc1ccc(CCC(=O)NNC(=S)NCc2ccc(F)cc2)cc1	-2	4	8	16	-5	17	-2	-46	24	-4
Cc1ccc[n+](CC(=O)Nc2ccc(C)c(C)c2)c1	-6	-3	5	0	4	5	1	-55	18	-6
COc1ccccc1-c1ccc(SCc2ccccc2F)nn1	-1	2	2	6	1	-74	1	-37	33	0
CC/C(=N\Nc1nncc2ccccc12)c1ccc(F)cc1	-3	2	-4	24	-16	-190	-22	-124	18	17*
Cc1cc(C)n(CC(O)Cn2c3ccccc3c3ccccc32)n1 (stereo unspecified)	-1	2	6	1	-5	4	2	-40	-6	-3
CCOC(=O)N1CCN(C(=O)CN(c2cc(C(F)(F)F)ccc2Cl)S(C)(=O)=O)CC1	0	5	-5	0	-4	16	-3	3	4	-1
Cc1oc(-c2ccc(Cl)cc2)nc1CN1CCCC(C(=O)NC2CC2)C1 (stereo unspecified)	2	12	-6	-2	-1	39	2	-34	0	-2
CCNC(=S)NNC(=O)c1csc(C(C)C)c1	6	4	1	10	2	-76	4	-60	28	-2
Cc1ccc(C(=O)CCCn2nnc(-c3cccnc3)n2)cc1C	-5	1	3	3	-1	-6	2	-1	24	0
CC1CC2OC(=O)C3(C)CCCC(C)(C23)C1(O)CCc1ccoc1 (stereo unspecified)	8	0	-4	1	0	20	-1	-5	5	-4
CC(C)C[C@@H]1NC(=O)[C@H](Cc2ccc(O)cc2)NC(=O)c2cc([N+](=O)[O-])cc(I)c2NCCC[C@@H](C(N)=O)NC1=O	-4	-4	7	.	.	.	.	-4	.	-3
CC(C)c1cc(NCC2CCCO2)n2c(nc3ccccc32)c1C#N (stereo unspecified)	4	1	21	-9	2	29	-6	-34	30	-3
O=C(N/N=C/c1ccc(Br)s1)c1cccnc1	-5	10	0	-1	2	-7	-28	-22	-4	-4
CCCOC(=O)CC1C(=O)NCCN1Cc1ccc(F)cc1 (stereo unspecified)	-3	-2	14	-3	-4	21	2	-14	-7	-3
O=C(/C=C/c1ccccc1)c1ccc2c3c(cccc13)CC2	-1	-6	2	18	-2	-87	0	-27	37	5
CCOCc1nc(C)c(Cl)c(NS(=O)(=O)c2ccc(N)cc2)n1	-3	-1	7	-10	-4	-6	1	-7	-5	7
COc1ccccc1Nc1nc(N)nc(CSc2nncn2C)n1	-3	0	0	-8	2	2	5	-15	6	2
Cc1ccnc(SCC(=O)c2cccs2)n1	0	-2	7	15	-2	-95	2	-102	24	-1
COc1cccc(C(=O)Nc2ccc(C(=O)c3ccccc3)cc2)c1	-1	4	.	16	1	-94	3	-37	15	2
Cc1ccc(C(=O)Nc2cccc(-c3ccc(N4CCOCC4)nn3)c2)cc1[N+](=O)[O-]	-1	.	4	5	13	-76	-5	.	21	.
O=C(NCc1ccccc1)N1CCCC1	-1	-2	5	4	6	-2	-4	-17	2	-1
